From PubChem
OX1R FRET antag: antagonists of human orexin 1 receptor (OX1R); 330,000 compounds, 1.8% hits; AID 485270; OX1R-expressing cells, FRET antagonist read-out; inhibition, % at 6.6 µM; O43613; in the data active = inhibition mostly above about 38%, no sharp cut-off; inactive = mostly below about 40%;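 also: 0% = agonist challenge alone and 100% = reference antagonist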
KCNQ2 inh: KCNQ2 channel blockers in CHO-K1 cells – cell-based, FluxOR thallium flux, B-score, primary screen (AID 2156); 20 min; hits give low values; B-score at 10 µM; 310,000 compounds, 1.1% hits;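 active = fluorescence ratio B-score at most minus 3 library SDs, with starting brightness B-score within 2 library SDs, cut at about -5.5 in these data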
Target sequence (O88943 whole entry, looked up): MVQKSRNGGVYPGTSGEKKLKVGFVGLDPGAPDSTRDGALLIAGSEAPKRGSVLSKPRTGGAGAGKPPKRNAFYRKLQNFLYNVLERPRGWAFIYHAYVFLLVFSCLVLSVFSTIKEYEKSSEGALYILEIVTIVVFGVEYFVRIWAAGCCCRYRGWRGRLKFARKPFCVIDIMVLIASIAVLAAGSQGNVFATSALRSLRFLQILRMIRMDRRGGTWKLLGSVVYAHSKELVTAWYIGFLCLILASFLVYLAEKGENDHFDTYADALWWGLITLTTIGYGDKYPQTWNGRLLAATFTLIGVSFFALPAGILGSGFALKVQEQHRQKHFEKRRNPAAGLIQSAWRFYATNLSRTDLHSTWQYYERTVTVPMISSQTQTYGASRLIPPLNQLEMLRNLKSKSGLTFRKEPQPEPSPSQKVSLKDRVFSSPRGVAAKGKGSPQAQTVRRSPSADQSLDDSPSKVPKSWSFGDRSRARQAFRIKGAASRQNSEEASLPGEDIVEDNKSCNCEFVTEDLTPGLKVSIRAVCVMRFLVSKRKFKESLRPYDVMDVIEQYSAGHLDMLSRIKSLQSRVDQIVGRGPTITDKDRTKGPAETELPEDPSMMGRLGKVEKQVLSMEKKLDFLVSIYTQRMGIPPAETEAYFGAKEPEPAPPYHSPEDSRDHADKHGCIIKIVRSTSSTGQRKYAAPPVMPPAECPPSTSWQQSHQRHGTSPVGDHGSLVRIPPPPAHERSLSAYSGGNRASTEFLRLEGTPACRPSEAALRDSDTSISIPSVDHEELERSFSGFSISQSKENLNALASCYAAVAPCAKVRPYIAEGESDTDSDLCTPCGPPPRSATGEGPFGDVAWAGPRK
STK33 kinase inh: blocks human STK33 kinase activity; Q9BYT3; purified STK33, MBP phosphorylation, ADP-Glo luminescence; inhibition, % at 10 µM; 320,000 compounds, 0.073% hits;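 active = inhibition at or above 25%, using the most active replicate where run in duplicate; inactive = inhibition below 25%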
* hit, by the source's call; i = inactive; . = no result given; & = joins results of further samples. Rows are unselected (roughly 2.7% active in at least one column).

OX1R FRET antag	KCNQ2 inh	STK33 kinase inh	molecule
2	i	0.7	C=CCn1c(C(C)NC(=O)c2ccccc2)n[nH]c1=S (stereo not given)
42	i	0.0	COCc1c(C(=O)NC2CCCCCC2)oc2ccccc12
11	i	7.8	CC(=O)Nc1nc2cc3c(cc2s1)OCCO3
11	.	0.1	C#CCOCCOCCOCCNc1nc(N2CCOCC2)nc(N2CCN(C(=O)CCCCCCCCCCNC(=O)[C@H]([C@@H](C)CC)n3cc(CCCCN=C(N)N)nn3)CC2)n1
17	i	-1.4	COc1ccc(Nc2ccc(OC)cc2)cc1
7	i	-0.6	CSc1nc2sc3c(c2c(=O)n1C)CCC(C)C3 (stereo not given)
28	i	0.1	CCc1ccc(NC(=O)COC(=O)/C(=C/c2ccccc2OC)c2ccccc2)cc1
15	i	.	COc1ccc(NC(=O)c2cc(-c3ccco3)on2)cc1
20	i	-1.1	Cc1ccc(CNC(=O)c2ccccc2NC(=O)CN2CC(C)OC(C)C2)cc1 (stereo not given)
-3	.	-1.2	O=C(CN1CCCCC1)NCC(=O)Nc1ccc(F)c(F)c1F
9	i	0.4	CC1(C)OC(C(=O)NC2CCCCC2)C(C(=O)NC2CCCCC2)O1 (stereo not given)
15	i	-0.9	Cc1ccc(S(=O)(=O)N2CCN(C(=O)CCC(=O)NCc3cccc(C(F)(F)F)c3)CC2)cc1
6	i	-1.2	COc1ccccc1NC(=O)C(C)OC(=O)Cn1cnc2c1c(=O)n(C)c(=O)n2C (stereo not given)
14	i	.	Cc1cc(C)c(OCC(=O)N/N=C/c2ccc3c(c2)OCO3)c(C)c1
10	i	-2.1	CCC(C)[C@H](NC(=O)[C@@H]1CSC2c3ccccc3C(=O)N21)C(=O)NCc1ccco1 (stereo not given in full)
13	i	0.1	CC(=O)C(C)Oc1ccc2c3c(c(=O)oc2c1C)CCCC3 (stereo not given)
13	i	-0.8	CCCC(C(=O)Nc1ccncc1)c1ccccc1 (stereo not given)
8	i	-1.1	Cc1ccsc1C(=O)NC(C)c1ccccc1 (stereo not given)
29	i	0.3	CC(C)CNC(=O)c1ccccc1NC(=O)CSCc1ccccc1
10	i	-0.1	CCOCCCn1c(=N)c(S(=O)(=O)c2ccc(C)cc2)cc2c(=O)n3cc(C)ccc3nc21
31	i	0.2	CCn1nc(C)c(CNC(=O)C2CCC(=O)N(Cc3ccc(Cl)cc3)C2)c1C (stereo not given)
9	i	-0.8	CCCCn1c(N)c(Sc2ccc(C)cc2)c(=O)[nH]c1=O
13	i	-0.2	O=C(Nc1ccc2oc(-c3cccnc3)nc2c1)c1ccc(Br)o1
10	i	-0.7	CC(C)NC(=O)CSCc1ccccc1Cl
29	i	-0.9	COC(=O)C(Cc1ccccc1)NC(=O)CNC(=O)c1sc2ccccc2c1Cl (stereo not given)

Reformatted with each value named: 2 of the compounds above.
> CC(=O)C(C)Oc1ccc2c3c(c(=O)oc2c1C)CCCC3 (stereo not given)
  OX1R FRET antag = 13 | KCNQ2 inh = i | STK33 kinase inh = 0.1

> CCCC(C(=O)Nc1ccncc1)c1ccccc1 (stereo not given)
  OX1R FRET antag = 13 | KCNQ2 inh = i | STK33 kinase inh = -0.8

(more compounds)
OX1R FRET antag	KCNQ2 inh	STK33 kinase inh	molecule
9	i	-1.7	CN(C)c1ccc(C(O)P(=O)(OC2CCCCC2)OC2CCCCC2)cc1 (stereo not given)
30	i	-0.3	CSc1ccc(CN2CCN(C(=O)c3ccc([N+](=O)[O-])cc3)CC2)cc1
4	i	-4.4	Cc1nc(-c2ccccc2)c(Cc2ccccc2O)c(=O)[nH]1
10	i	0.7	Nc1ccccc1/C=N\N=C/c1ccccc1N
102*	i	-1.0	COc1ccc(OCC(=O)NNc2c3ccccc3nc3ccccc23)cc1
11	i	-0.3	CCOC(=O)Cn1nc(CC)c2ccccc2c1=O
11	i	-0.8	CCOc1ccc(C2CC(c3cccc(OC)c3)n3nc(N)nc3N2)cc1 (stereo not given)
-2	i	2.1	N#CC1=C(O)CCCn2c1nc1ccccc1c2=O
7	i	0.9	Clc1ccccc1OCCCCN1CCCC1
4	i	-1.4	COc1ccc(SCC(=O)Nc2ccccc2Cl)cc1
20	i	0.4	Cn1ccnc1SCC(=O)Nc1ccc2c(c1)OCCO2
13	i	-7.7	Cc1ccc2nc(-c3cc(-c4ccccc4)no3)cn2c1
10	i	-2.1	CCOC(=O)CSc1nc(N)c2c3c(sc2n1)CCCC3
4	.	-0.7	CCCCc1cc2ccccc2c(OCCN(C)C)n1
6	i	1.1	O=C(NC(=S)Nc1ccc2oc(=O)ccc2c1)c1cc2ccccc2o1
11	i	0.5	CC(=O)Nc1cc2c(cc1NC(=O)Cn1nc(-c3ccccc3)ccc1=O)OCCO2
22	i	-3.5	CCN(CC)S(=O)(=O)c1ccc(N2CCCC2)c(C(=O)OCC(=O)Nc2cc(C)on2)c1
11	i	-1.3	CCOc1ccc(NCc2nnc(SCC(=O)Nc3nc(-c4ccccc4)cs3)n2-c2ccccc2)cc1
9	i	-2.2	CCN1CCN(c2c(S(=O)(=O)c3ccc(C)c(C)c3)cnc3ccc(F)cc23)CC1
25	i	0.5	Cc1ccnc(NC2CCCCC2)c1
8	.	-1.3	Cc1cc(C(=O)NCC(=O)Nc2ccc(F)c(F)c2)c(C)o1
19	i	0.2	Cc1nc2ccccn2c1C(=O)N/N=C/c1ccccc1[N+](=O)[O-]
3	i	-0.5	O=C(NCCNC(=O)c1ccccc1O)c1ccccc1O
22	i	-1.4	O=C(Cn1c2[n+](c3ccc(C(F)(F)F)cc31)CCCCC2)Nc1c(F)cccc1F
12	.	-0.7	O=C(O)/C(=C\c1ccc(Cl)c([N+](=O)[O-])c1)c1ccc(S(=O)(=O)N2CCCC2)s1
8	i	0.1	O=C(Nc1nnc(S(=O)(=O)N2CCCC2)s1)c1ccccc1F
11	i	0.3	CCOC(=O)C1CCN(Cc2ccccc2C)CC1
11	i	-0.7	Cc1ccc(CN2CCN(Cc3c(C)nn(C(C)C)c3C)CC2CCO)o1 (stereo not given)
41	i	-0.8	Fc1ccc(Cn2ccc(-c3cnc(-c4ccccc4)s3)n2)cc1
2	i	-2.0	CN(C(=O)CCc1nnc(Cc2ccc(-c3ccccc3)cc2)o1)C1CCOCC1
20	i	-0.2	COc1ccc(C(C)C)cc1S(=O)(=O)N1CCN(c2ccccc2)CC1
16	i	0.2	Cc1cccc(OCc2ccc(C(=O)Nc3cc(C)on3)o2)c1
9	i	0.9	CC(C)CC(=O)N1CCC(O)(CS(=O)(=O)c2ccc(Cl)c(Cl)c2)CC1
.	i	-2.4	CCCCNC(=O)Cn1nc(-c2ccc(C)cc2)ccc1=O
19	.	6.1	CCC1C/C(=C/c2ccco2)C(=O)/C(=C/c2ccco2)C1 (stereo not given)
28	i	-0.8	COc1cc(NC(=O)c2cccnc2Sc2ccc(C)c(C)c2)cc(OC)c1OC
49	i	-0.9	O=C(CSc1ccc(-c2ccccn2)nn1)Nc1ccc(F)c(F)c1
2	i	0.4	CCOC(=O)C1CCN(c2cc3c(cc2NC(=O)c2ccccc2)n(C)c(=O)n3C)CC1
30	i	-1.9	CC(C)C[C@H](NC(=O)c1nc[nH]c1C(=O)N1CCN(C(=O)OC(C)(C)C)CC1)C(=O)OCc1ccccc1
9	i	-1.5	Cc1cc(NC(=O)CCCC(=O)NCc2cccs2)no1
25	i	-1.0	Cc1c(Cl)ccc2c(C(=O)NC(C)c3ccncc3)cc(-c3ccncc3)nc12 (stereo not given)
22	i	0.0	O=C(NCC(=O)N(c1cccnc1)C(C(=O)NC1CCCCC1)c1ccccc1F)c1ccco1 (stereo not given)
8	i	-0.7	COc1ccc(N(C)C2=NS(=O)(=O)c3ccccc32)cc1
5	i	-1.2	Cc1ccc(C(=O)OCC(=O)Nc2ccc(S(N)(=O)=O)cc2)c(O)c1
18	i	-0.7	CC1C(=O)N2CCCc3cc(S(=O)(=O)NCCc4ccccc4)cc1c32 (stereo not given)
6	i	-1.8	Nc1c(N(CCC2=CCCCC2)C(=O)C2CC2)c(=O)[nH]c(=O)n1Cc1ccccc1
1	i	-0.5	CC(C)CN(C(=O)COC(=O)C12CC3CC(CC(O)(C3)C1)C2)C1CCS(=O)(=O)C1 (stereo not given)
9	i	1.1	Cc1c(/C=N/NC(=O)CNc2ccccc2)c2ccccn2c1C(=O)c1ccc(Cl)cc1
3	.	-1.3	Cn1cccc1C(=O)OCC(=O)NCCc1ccc(S(N)(=O)=O)cc1
14	i	-1.3	O=C(NCCO)C(c1ccccc1)c1ccccc1

Filtered by structure: the compounds so far containing a Cl atom
OX1R FRET antag	KCNQ2 inh	STK33 kinase inh	molecule
31	i	0.2	CCn1nc(C)c(CNC(=O)C2CCC(=O)N(Cc3ccc(Cl)cc3)C2)c1C (stereo not given)
10	i	-0.7	CC(C)NC(=O)CSCc1ccccc1Cl
29	i	-0.9	COC(=O)C(Cc1ccccc1)NC(=O)CNC(=O)c1sc2ccccc2c1Cl (stereo not given)
7	i	0.9	Clc1ccccc1OCCCCN1CCCC1
4	i	-1.4	COc1ccc(SCC(=O)Nc2ccccc2Cl)cc1
12	.	-0.7	O=C(O)/C(=C\c1ccc(Cl)c([N+](=O)[O-])c1)c1ccc(S(=O)(=O)N2CCCC2)s1
9	i	0.9	CC(C)CC(=O)N1CCC(O)(CS(=O)(=O)c2ccc(Cl)c(Cl)c2)CC1
25	i	-1.0	Cc1c(Cl)ccc2c(C(=O)NC(C)c3ccncc3)cc(-c3ccncc3)nc12 (stereo not given)
9	i	1.1	Cc1c(/C=N/NC(=O)CNc2ccccc2)c2ccccn2c1C(=O)c1ccc(Cl)cc1

The list continues:
OX1R FRET antag	KCNQ2 inh	STK33 kinase inh	molecule
32	i	0.4	Cc1ccc(NC(=O)Nc2cc(C)on2)cc1
15	i	-0.9	Cc1occc1C(=O)N/N=C/C1=C(N2CCOCC2)C(=C\c2ccc(Cl)cc2Cl)/CC1
9	i	1.8	CC(C)CS(=O)(=O)C1=NSC2=NC(=O)/C(=C\c3ccc(OC(=O)c4ccco4)cc3)C(=N)N21
12	i	-0.6	O=C(Nc1nnc(COc2ccccc2)s1)C1CCN(S(=O)(=O)c2ccc(Cl)cc2)CC1
15	.	-0.4	COc1ccc2c(C)cc(SCC(=O)NCC3CCCO3)nc2c1 (stereo not given)
23	i	-0.3	Cc1ccc(N(C(=O)c2ccco2)C(C(=O)NC2CCCC2)c2cccnc2)cc1 (stereo not given)
-6	i	0.1	CC(=O)c1cccc(CN2CCCC(N3CCN(c4ccccc4F)CC3)C2)c1 (stereo not given)
1	i	-1.2	CCCCCCc1nc2ccccc2c(=O)n1NC(=O)c1c(O)c2c(n(CC(C)C)c1=O)CCCC2
20	i	-0.3	Cc1cccc(N(CC(=O)Nc2c(C)n(C)n(-c3ccccc3)c2=O)S(C)(=O)=O)c1
20	i	-1.8	COc1cccc(NC(=O)Nc2ccccc2SC)c1
8	i	0.6	CC(=O)Nc1ccc(N2C(=O)CC(c3ccccc3)CC2=O)cc1
-1	i	6.2	Brc1ccc2ncnc(NCc3cccnc3)c2c1
3	i	-2.0	CCOc1ccc(OCC(O)CN2CCc3ccccc3C2)cc1 (stereo not given)
15	.	0.3	CC(=O)c1sc(NC(=O)CN2C(=O)C3CCCCC3C2=O)nc1-c1ccccc1 (stereo not given)
24	i	-1.8	O=C(CSc1ncnc2nc[nH]c12)c1ccc([N+](=O)[O-])cc1
7	i	-0.8	CSc1ccc(/C=N/NC(=O)CN2CCN(Cc3ccc(C)cc3)CC2)cc1
8	i	-0.3	Cc1nn(-c2ccccc2)c(N2CCCC2)c1/C=N/NC(=S)Nc1cc(C(F)(F)F)ccc1Cl
7	i	-1.0	Cc1cc(NC(=O)COc2ccccc2C)ccc1NC(=O)c1cccs1
31	i	6.1	CS(=O)(=O)NCCSCc1ccccc1
9	i	-0.4	CCOC(=O)c1c(NC(=S)N2CCOCC2)sc2c1CCN(C(=O)OCC)C2
19	i	-1.5	Cc1c(-n2cc(C(=O)c3cc(F)ccc3O)cc(C#N)c2=O)c(=O)n(-c2ccccc2)n1C
12	i	-1.3	CCOC(=O)CNC(=O)c1ccc(C#CC2(O)CCCCC2)cc1
16&10	i	1.4&-1.3	Cc1ccc(C(=O)C[n+]2cc(-c3ccccc3)n3c2CCCCC3)cc1
11	i	-0.6	CN(c1ccccc1)S(=O)(=O)c1ccc(C(=O)Nc2nnc(C3=COCCO3)o2)cc1
21	i	0.9	CN(C(=O)CSc1nnc(N)s1)C1CCCCC1
23	i	-2.3	CCNc1nc(OCC)nc(N2CCC(Cc3ccccc3)CC2)n1
-1	i	1.3	Cc1ccc(-c2nc3c(c(=O)c4ccccc4n3C)c(=O)n2Cc2ccco2)cc1
19	i	0.1	Oc1ccccc1/C=N/n1c2ccccc2c2ccccc21
6	i	0.2	COc1ccc2[nH]c(C(=O)NCCN3CCOCC3)cc2c1
4	i	-0.9	CCCOP(=O)(c1ccc(N(C)C)cc1)C(O)c1ccc(Cl)cc1Cl (stereo not given)
11	i	0.0	CCOC(=O)c1nnn(CC(=O)Nc2cccc(OC)c2)c1C(=O)OCC
18	i	-1.0	CCOc1ccc(OCCC(=O)OCC(=O)NNC(=O)c2ccccc2)cc1
8	i	-0.9	C#CCSC1=C(C#N)C(c2cccs2)C(C(=O)OCC)=C(C)N1 (stereo not given)
19	i	-0.4	O=C(Nc1cnn(Cc2ccccc2)c1)c1nc2ncccn2n1
17	i	0.4	CC1(C)CC(NCc2cccc([N+](=O)[O-])c2)CC(C)(C)N1
11	i	3.0	Cc1ccc2c(c1)c1c3n2CCN=C3CCC1
26	i	0.7	CCc1noc(C)c1C(=O)Nc1nc(-c2ccc(Cl)cc2Cl)cs1
23	i	-2.7	COc1cc(-c2nc(CN(C)Cc3nnc(C)o3)c(C)o2)ccc1F
15	i	0.1	Cc1ccc(CN=C2Nc3ccccc3CS2)cc1
